ABCB1 inh = blocks JC-1 efflux by human ABCB1 transporter; CCRF-Adr cells, flow cytometry; P08183; hit rate 0.067% among 190,000; inhibition, % at 6.6 µM; in the data active = inhibition above about 40%;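 note: 0% = vehicle and 100% = reference inhibitor; higher value means more JC-1 retained so stronger ABCB1 efflux block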
Target sequence (P08183 whole entry, looked up): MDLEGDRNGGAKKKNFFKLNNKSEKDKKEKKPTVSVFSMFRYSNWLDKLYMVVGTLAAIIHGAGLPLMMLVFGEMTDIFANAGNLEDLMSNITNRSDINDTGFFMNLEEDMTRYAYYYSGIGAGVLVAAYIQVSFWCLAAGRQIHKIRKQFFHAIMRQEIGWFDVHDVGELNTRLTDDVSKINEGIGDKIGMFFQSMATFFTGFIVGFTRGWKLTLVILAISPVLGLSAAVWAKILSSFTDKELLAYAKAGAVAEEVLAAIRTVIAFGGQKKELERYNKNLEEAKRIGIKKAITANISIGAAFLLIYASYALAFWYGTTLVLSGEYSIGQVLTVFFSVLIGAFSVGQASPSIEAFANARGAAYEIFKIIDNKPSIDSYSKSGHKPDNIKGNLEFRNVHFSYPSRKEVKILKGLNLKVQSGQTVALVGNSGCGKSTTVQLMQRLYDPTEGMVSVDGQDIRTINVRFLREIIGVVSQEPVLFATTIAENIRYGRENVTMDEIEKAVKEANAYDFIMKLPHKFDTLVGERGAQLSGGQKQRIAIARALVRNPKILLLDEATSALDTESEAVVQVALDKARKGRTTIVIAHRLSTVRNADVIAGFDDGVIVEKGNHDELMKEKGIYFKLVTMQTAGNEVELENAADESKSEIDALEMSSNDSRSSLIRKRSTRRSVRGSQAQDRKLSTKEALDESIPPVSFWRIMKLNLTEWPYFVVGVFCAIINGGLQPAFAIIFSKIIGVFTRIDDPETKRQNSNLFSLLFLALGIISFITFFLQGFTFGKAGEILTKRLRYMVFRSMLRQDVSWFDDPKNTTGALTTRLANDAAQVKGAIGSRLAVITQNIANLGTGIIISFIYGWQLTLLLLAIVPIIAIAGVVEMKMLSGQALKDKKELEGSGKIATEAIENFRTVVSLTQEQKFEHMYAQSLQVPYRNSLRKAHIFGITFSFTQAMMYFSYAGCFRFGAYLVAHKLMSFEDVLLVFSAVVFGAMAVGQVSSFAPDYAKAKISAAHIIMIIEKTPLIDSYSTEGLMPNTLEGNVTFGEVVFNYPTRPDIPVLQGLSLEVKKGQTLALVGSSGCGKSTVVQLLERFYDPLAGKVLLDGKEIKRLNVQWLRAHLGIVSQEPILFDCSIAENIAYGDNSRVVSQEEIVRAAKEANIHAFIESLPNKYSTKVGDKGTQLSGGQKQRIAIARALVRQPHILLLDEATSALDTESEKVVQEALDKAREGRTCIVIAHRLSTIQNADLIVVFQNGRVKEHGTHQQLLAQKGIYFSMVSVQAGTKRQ
RGS4-Gao reg = human RGS4-Galphao interaction regulation; P09471; Multiplexed bead flow cytometry, RGS4-Galphao binding; actives lie on both sides; binding response (% of control), % at 10 µM; hit rate 0.33% among 220,000; AID 1415; in the data active = binding response below about 49% or above about 150%; inactive = in between;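 note: fluorescent Galphao activated with aluminum fluoride binding bead-coupled RGS4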
Bim-Bcl-2 = inhibitors of Bim-Bcl-2 interaction, human. Bead-based flow cytometry, Bim peptide-Bcl-2 binding. inhibition, % at 10 µM. hit rate 0.06% among 190,000. AID 950; in the data active = inhibition above about 40%; inconclusive = no clear call, values can overlap the other calls;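 note: 0% = no compound wells with probe peptide and 100% = reference peptide inhibitor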
RGS7-Gao reg = regulators of human RGS7-Galphao interaction. Multiplexed bead flow cytometry, RGS7-Galphao binding; actives lie on both sides. AID 1439. P09471. hit rate 0.35% among 220,000. binding response (% of control), % at 10 µM; in the data active = binding response below about 49% or above about 150%; inconclusive = no clear call, values can overlap the other calls; inactive = in between;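 note: fluorescent Galphao held in activated GDP-AlF4 state binding bead-coupled RGS7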
ABCG2 inh = blocks JC-1 efflux by human ABCG2 transporter. Q9UNQ0. IgMXP3 cells, flow cytometry. inhibition, % at 6.6 µM. hit rate 0.1% among 190,000. AID 1325;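 active = inhibition above 80%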;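 note: 0% = DMSO and 100% = nicardipine control wells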
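Test system: ABCG2 IgMXP3 and barcoded ABCB1 CCRF-Adr cell mix; Schedule: cells with compound and JC-1, 10 min at 25 °C, rotating, no wash; Technique: flow cytometry of retained JC-1 fluorescence; Measure: % inhibition of efflux relative to nicardipine and DMSO; Controls: nicardipine high and DMSO low controls.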
Bcl-W Bim block = inhibitors of Bim-Bcl-W interaction, human | Q92843 | bead-based flow cytometry, Bim peptide-Bcl-W binding | inhibition, % at 10 µM | hit rate 0.02% among 190,000;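 note: 0% = bound tracer without compound and 100% = peptide blocker; higher means less fluorescent Bim peptide bound to Bcl-W beads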
Bim-Bfl-1 = inhibitors of Bim-Bfl-1 interaction, human; Bead-based flow cytometry, Bim-Bfl-1 binding inhibition; AID 1008; inhibition, % at 10 µM; Q16548; hit rate 0.12% among 190,000;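 note: 0% = wells without compound plus tracer and 100% = blocker peptide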
Bim-Bcl-XL = disrupts Bim peptide binding to human Bcl-XL | bead flow cytometry, fluorescence | inhibition, % at 10 µM | hit rate 0.04% among 190,000
Bcl-B Bim block = disrupts Bim peptide binding to human Bcl-B. Q9HD36. AID 951. bead-based flow cytometry. inhibition, % at 10 µM. hit rate 0.073% among 190,000;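 note: 0% = tracer peptide without compound and 100% = reference inhibitor peptide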
Mcl-1 Bim block = human Bim-Mcl-1 interaction inhibition | Bead-based flow cytometry, Bim peptide-Mcl-1 binding | AID 1009 | inhibition, % at 10 µM | hit rate 0.1% among 190,000;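 note: 0% = no compound tracer wells and 100% = peptide blocker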
RGS8-Gao reg = regulators of human RGS8-Galphao interaction; P09471; multiplexed bead flow cytometry, RGS8-Galphao binding; actives lie on both sides; hit rate 0.34% among 220,000; response (percent of control binding), % at 10 µM; in the data active = response below about 60% or above about 140%; inactive = in between;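 note: Galphao activated as the GDP aluminium fluoride complex binding bead-coupled RGS8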
Starred values were filed as active, the others as inactive; ? = inconclusive; / = no result given. Cut-off read from the data, not from the text of the source, unless noted: active = inhibition above about 40%. Not a hit list; 0.94% or so of the library scored in one or more.

SMILES | ABCB1 inh | RGS4-Gao reg | Bim-Bcl-2 | RGS7-Gao reg | ABCG2 inh | Bcl-W Bim block | Bim-Bfl-1 | Bim-Bcl-XL | Bcl-B Bim block | Mcl-1 Bim block | RGS8-Gao reg
C=C(C)Cn1c(C)cc(C)c(S(=O)(=O)c2ccccc2C)c1=O | 1.0 | 103 | -8 | 98 | 11 | -2 | -15 | -6 | -6 | -4 | 107
CCCCCCN1C=CC(=C2C(=O)c3ccccc3C2=O)C=C1 | 0.9 | 98 | 0 | 100 | 4 | 2 | -2 | 1 | -1 | 0 | 104
CCN1CCCC1CNc1ncnc2c1[nH]c1ccc(Cl)cc12 (stereo not drawn) | 0.1 | 107 | 0 | 106 | -1 | -2 | 0 | -5 | -1 | -2 | 106
O=C(NCc1cccnc1)c1ccc(Cn2cc(C(F)(F)F)ccc2=O)cc1 | 1.0 | 102 | -1 | ? | 4 | -2 | -4 | -4 | -4 | -1 | 101
CCC1=Nc2ccccc2NC2=C1C(=O)CCC2 | 0.0 | 99 | 0 | 98 | 0 | 3 | 2 | -1 | 6 | 0 | 95
Cc1ccc(Cn2nnc3c(=O)n(CC(=O)NCc4ccccc4)cnc32)cc1 | -0.4 | 103 | -1 | 97 | -1 | 0 | -7 | 1 | -8 | 1 | 107
COc1ccc(-c2cc(-c3c(O)c(OC)c4occc4c3OC)[nH]n2)cc1 | 0.3 | 93 | -5 | 98 | 2 | 2 | -8 | -1 | -3 | 1 | 98
COc1ccccc1N1CCN(C(=O)C(=O)N/N=C/c2ccccc2F)CC1 | 0.8 | 105 | 0 | 100 | 6 | -3 | 0 | -2 | -6 | -3 | 106
S=C(Nc1ccccc1Cl)NC1CCN(Cc2ccccc2)CC1 | 0.1 | 103 | 1 | 103 | 0 | -3 | -6 | -7 | -2 | -4 | 101
Clc1ccccc1CSc1nc2ccncc2[nH]1 | -2.0 | 90 | -10 | 91 | 1 | 1 | -11 | -4 | -10 | 0 | 98
C=CCSc1ncc(-c2ccccc2)cn1 | -0.1 | 102 | 0 | 101 | 1 | -1 | -4 | -4 | -3 | 0 | 100
CCOC(=O)Cc1csc(SCC(=O)Nc2sc3c(c2C(N)=O)CCC3)n1 | -0.3 | 95 | -10 | 97 | 5 | 3 | -11 | -2 | -9 | -1 | 100
CCOC(=O)CNC(=O)COc1ccc(Cl)cc1Br | 3.2 | 102 | -15 | 99 | 61 | -6 | -19 | -6 | -8 | -5 | 101
CCN(CC)S(=O)(=O)c1cccc(NC(=O)/C=C/c2ccc([N+](=O)[O-])cc2)c1 | 0.5 | 100 | -9 | 103 | 2 | -2 | -7 | -5 | -7 | -2 | 101
CC(=O)Nc1c(C#N)c(C(C)(C)C)cn1C | 0.2 | 100 | -12 | 99 | -1 | 0 | -17 | -5 | -8 | -1 | 102
Cc1ccc(NCc2nnc(SCC#N)o2)c(C)c1 | 1.6 | 103 | -3 | 106 | 10 | -4 | -2 | -4 | -3 | -2 | 106
CCn1cc(C(=O)NC(C)C2CC3CCC2C3)cn1 (stereo not drawn) | 0.3 | 90 | -6 | 88 | 4 | -7 | -9 | -10 | -8 | -6 | 92
N/C(=N\OS(=O)(=O)c1cccc([N+](=O)[O-])c1)c1ccncc1 | 0.2 | 102 | -16 | 94 | 5 | 0 | -10 | -6 | -13 | 0 | 103
C/C(=C\COc1cc(=O)[nH]c2ccccc12)CCC(O)C(C)(C)O (stereo not drawn) | -0.2 | 103 | -4 | 92 | 0 | -6 | -7 | -9 | -5 | -3 | 101
Cc1ccc(S(=O)(=O)CCC(=O)OCC(=O)N2CC(=O)Nc3ccccc32)cc1 | 0.0 | 99 | -4 | 98 | 0 | -4 | -2 | 0 | -1 | -3 | 101
COc1ccc(CNCCSc2nnnn2C)cc1OC | 1.2 | 102 | -2 | 102 | 4 | 0 | -2 | -4 | -1 | -6 | 101
COc1ccc(C(=O)c2ccccc2)c(OCC(=O)N(C)C)c1 | 0.5 | 99 | 0 | 103 | 1 | -2 | -3 | 0 | 0 | 4 | 101
CCC(C)[C@H](NC(=O)NC1CCCc2ccccc21)C(=O)O (stereo partly drawn) | 0.6 | 97 | -1 | 99 | 1 | -2 | -3 | -2 | -2 | 0 | 101
Cc1ccc(-c2nn(CCC#N)cc2C=C(C#N)C#N)cc1 | 0.2 | 101 | -3 | 100 | 1 | -3 | 0 | -3 | -1 | -2 | 101
COc1ccc(Nc2ccc(N3C(=O)CC(C)C3=O)cc2[N+](=O)[O-])cc1OC (stereo not drawn) | 6.6 | 98 | 0 | 106 | 57 | 1 | -7 | 0 | -1 | 6 | 102
CC(C)CC(COCc1cccc(Cl)c1)N1CCN(C(=O)c2ccc(C(F)(F)F)cc2)CCC1=O (stereo not drawn) | 4.9 | 106 | -1 | 104 | 14 | 2 | 0 | -3 | 0 | -1 | 104
CCOC(=O)CSc1nc(C2CC2)cc(-c2ccc(Cl)cc2)c1C#N | 0.6 | 100 | -5 | 108 | 6 | 4 | 8 | -5 | -20 | -4 | 96
CCOc1ccc(S(=O)(=O)N(CC(=O)Nc2cc(C)on2)Cc2ccccc2Cl)cc1 | 1.1 | 103 | -10 | 102 | 6 | 1 | -10 | -4 | -9 | 0 | 100
CCC(C)NC(=O)CSc1ncccc1C(=O)O (stereo not drawn) | 0.1 | 101 | 1 | 101 | 1 | 3 | -6 | 1 | -2 | 3 | 105
O=C(c1ccccc1)N1CCN(S(=O)(=O)N2CCOCC2)CC1 | -0.1 | 100 | -8 | 100 | 5 | -3 | -5 | -4 | -1 | 0 | 98
Cc1cc(=O)oc2cc(OCC(=O)NCCc3nc4ccccc4[nH]3)ccc12 | -0.1 | 98 | -3 | 101 | 0 | 0 | -5 | -1 | -1 | 1 | 99
CCC(=O)c1c[nH]c(C(=O)NCc2ccco2)c1 | 0.0 | 104 | 2 | 105 | 0 | 4 | -1 | 1 | 2 | 18 | 103
COC(=O)c1ccc(CSc2cc(C)c3cccc(C)c3n2)o1 | -0.2 | 99 | -1 | ? | -1 | -1 | -3 | 0 | -5 | -1 | 100
Cc1ccc(Cl)cc1NC(=O)Cn1cccc1 | 0.5 | 106 | -1 | 100 | 7 | 3 | -5 | -1 | -1 | 1 | 103
COc1cc([N+](=O)[O-])ccc1NC(=O)CSc1n[nH]c(C(C)C)n1 | 0.1 | 94 | -3 | 95 | 4 | 2 | -4 | 0 | -6 | -3 | 96
Nc1nc(-c2ccco2)nn1C(=O)c1cccnc1 | 0.2 | 101 | -7 | 100 | 6 | 0 | -16 | -2 | -5 | 0 | 102
O=C(CSc1c[nH]c2ccccc12)N1CCCc2ccccc21 | 0.8 | 96 | 0 | 94 | 4 | 0 | 0 | 1 | 1 | 1 | 96
Cc1ccc(C(=O)N/C(=C\c2ccc(-c3ccc([N+](=O)[O-])cc3)o2)C(=O)NC2CCS(=O)(=O)C2)cc1 (stereo not drawn) | -0.9 | 102 | -7 | 101 | 40 | -5 | -5 | -7 | -10 | -4 | 100
COc1ccc(N2C(=O)C(Cl)=C(Nc3c(C)n(C)n(-c4ccccc4)c3=O)C2=O)cc1 | 0.3 | 101 | 0 | 102 | 2 | 0 | 39 | -7 | -35 | -8 | 98
COc1cc(NS(=O)(=O)c2ccc(NC(=O)/C(=C/c3ccccc3Cl)NC(=O)c3ccccc3)cc2)nc(OC)n1 | -0.5 | 98 | 2 | 102 | -2 | 1 | -1 | 0 | 1 | 0 | 98
CCn1nc(C)c(NC(=O)CCCSc2nc(-c3ccco3)cc(C(F)(F)F)n2)c1C | -2.1 | 110 | -4 | 113 | -3 | 0 | -1 | -1 | -2 | -1 | 113
CC1Cc2nc(SCC(=O)N3CCCc4ccccc43)n(C)c(=O)c2S1 (stereo not drawn) | 3.2 | 100 | -3 | 101 | 26 | -2 | -12 | -8 | -7 | -1 | 100
CCOC(=O)c1c(N2C(=O)Nc3cc(Cl)c(Cl)cc3N2O)sc2c1CCCCC2 | 0.0 | 104 | -5 | 105 | 0 | 0 | -13 | -5 | -8 | -4 | 102
CCCn1c(SCC(=O)N2CCCC(C)C2)nnc1-c1ccccn1 (stereo not drawn) | -0.8 | 99 | 1 | ? | -2 | -1 | 6 | 0 | -1 | -2 | 101
Cc1ccc(C(=O)C(OC(=O)c2cnccn2)c2ccccc2)cc1 (stereo not drawn) | 0.6 | 103 | 0 | 101 | 2 | -3 | -6 | -1 | -4 | -2 | 104
COCCn1c(-c2ccccc2)cnc1SCC(=O)Nc1cccc2ccccc12 | 0.6 | 104 | -3 | 102 | 0 | 0 | 0 | -5 | -4 | -2 | 109
COc1ccccc1NC(=O)C1=C(C)Nc2ncnn2C1c1ccccc1C (stereo not drawn) | 0.8 | 91 | 0 | 92 | 2 | 1 | 0 | 4 | 0 | 2 | 93
COc1ccc(NC(=O)c2ccccc2NC(=O)C2CCCO2)cc1 (stereo not drawn) | -0.2 | 98 | -13 | 98 | 25 | -2 | -18 | -9 | -7 | -5 | 101
Cc1ccc(S(=O)(=O)Nc2nncs2)cc1 | 0.0 | 107 | -2 | 108 | 0 | -1 | 0 | -6 | -2 | -3 | 105
CC(=O)Nc1cccc(C(=O)Nc2cccnc2)c1 | 0.7 | 99 | 1 | 102 | 2 | 5 | -4 | 0 | 8 | -1 | 101
O=C(/C=C/Nc1ccccc1)c1ccccc1 | 0.3 | 88 | 4 | 94 | 18 | -2 | 3 | 11 | / | / | 86
CCCCC(=O)Nc1cccc(-c2nnc(-c3ccccc3)o2)c1 | 0.7 | 95 | 1 | 96 | 4 | 1 | 3 | -1 | -9 | 0 | 98
CC1CCCCN1CC(=O)Nc1cc(S(=O)(=O)N2CCOCC2)ccc1N1CCCC1 (stereo not drawn) | 7.8 | 109 | -6 | ? | 4 | -2 | -5 | -3 | -3 | -3 | 107
COc1ccccc1C(=O)Nc1ccc(C(=O)N2CCCC2)cc1 | 0.9 | 101 | -9 | 101 | 3 | 0 | -12 | -2 | -4 | -1 | 101
Cc1nn(Cc2ccccc2)c(C)c1NC(=O)CSc1n[nH]c(C)c1[N+](=O)[O-] | 0.7 | 100 | 2 | 104 | 16 | 0 | -6 | 0 | 1 | -5 | 105

Screening data (PubChem BioAssay)
